RORgamma inh: qHTS for inhibitors of ROR gamma transcriptional activity; Potency, µM (doses to about 53.6 µM), without a hit: top-dose activity change, negative = inhibition, most hits filed as inhibitors; 5.4% of 310,000 active; Nuclear receptor ROR-gamma (Mus musculus), P51450; Drosophila S2 Gal4-RORgamma UAS-luciferase reporter, 20 h; note: potency is the fitted concentration of half-maximal effect; % is set by controls: 0 for no effect and ±100 for the full control effect; nearly all actives have a fitted effect of over 60% in size
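A Gal4/UAS one-hybrid system in insect cells: metallothionein-promoter Gal4–ROR gamma fusion plus Photinus luciferase reporter. Copper sulfate 700 uM final, 20 hr ambient incubation, luminescent detection after 10 min with reagent.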
ELG1 DNA repair: qHTS screen for small molecules that inhibit ELG1-dependent DNA repair in human embryonic kidney (HEK293T) cells expressing luciferase-tagged ELG1; HEK293T ELG1-luciferase reporter, luminescence, 16 h; DNA damage induced by 5-fluorouridine; Potency, µM (series often up to 46.1 µM), for inactives: at the top dose activity change, negative = inhibition, most hits filed as inhibitors; 2.3% of 330,000 active; AID 504467, 2011; note: potency is the fitted concentration of half-maximal effect; % is set by controls: 0 for no effect and ±100 for the full control effect; nearly all actives have a fitted effect of over 55% in size
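Quantitative HTS, concentration-response format. 2,000 cells/well co-treated with 5-fluorouridine and compound, 16 hr in 5% CO2 at 37 °C; ONE-Glo luminescence read after 30 min.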
TRPV1 agonist: HTS Assay for Compounds that Act as Agonists of the Vanilloid Receptor 1; Transient receptor potential cation channel subfamily V member 1 (Homo sapiens), Q8NER1; activation, % at 8.33 µM; 0.19% of 320,000 active; TRPV1-expressing cells, Fluo-8 calcium influx, agonist mode; in the data active = activation above about 80%; inconclusive = between about 30% and that limit; note: 0% is about no effect
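TRPV1-expressing cells were cultured overnight at 35.5C and loaded with Fluo-8 calcium dye for 40 to 90 min at room temperature. After a 10 s baseline, compound was added and calcium influx was read kinetically for 3 min (ex 480/em 520 nm).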
ELG1 genotox: qHTS screen for small molecules that induce genotoxicity in human embryonic kidney (HEK293T) cells expressing luciferase-tagged ELG1. HEK293T ELG1-luciferase reporter, luminescence, 16 h. 1.3% of 330,000 active. Potency, µM (doses to about 46 µM), for inactives: top-dose activity change, positive = activation, usual class: activators; note: potency is the fitted concentration of half-maximal effect; % of control where 0% means no effect; nearly all actives have a fitted effect of over 60% in size
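Genotoxic stress is detected as increased luminescence from luciferase-tagged ELG1 in HEK293T cells, measured with ONE-Glo after a 16 hr treatment at 37 °C.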
Tb PFK inh: qHTS Assay to Find Inhibitors of T. brucei phosphofructokinase; ATP-dependent 6-phosphofructokinase (Trypanosoma brucei brucei), O15648; T. brucei PFK, ADP-Glo luminescence; Potency, µM (top dose mostly 57.5 µM), for the others: at the top dose activity, negative = inhibition, hits mostly inhibitors; 0.17% of 330,000 active; AID 485367, 2010;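 note: potency is the fitted concentration of half-maximal effect; 0% = uninhibited 1x PFK enzyme wells and -100% = no-enzyme wells; nearly all actives have a fitted effect of over 60% in size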
Target sequence (O15648 whole entry, looked up): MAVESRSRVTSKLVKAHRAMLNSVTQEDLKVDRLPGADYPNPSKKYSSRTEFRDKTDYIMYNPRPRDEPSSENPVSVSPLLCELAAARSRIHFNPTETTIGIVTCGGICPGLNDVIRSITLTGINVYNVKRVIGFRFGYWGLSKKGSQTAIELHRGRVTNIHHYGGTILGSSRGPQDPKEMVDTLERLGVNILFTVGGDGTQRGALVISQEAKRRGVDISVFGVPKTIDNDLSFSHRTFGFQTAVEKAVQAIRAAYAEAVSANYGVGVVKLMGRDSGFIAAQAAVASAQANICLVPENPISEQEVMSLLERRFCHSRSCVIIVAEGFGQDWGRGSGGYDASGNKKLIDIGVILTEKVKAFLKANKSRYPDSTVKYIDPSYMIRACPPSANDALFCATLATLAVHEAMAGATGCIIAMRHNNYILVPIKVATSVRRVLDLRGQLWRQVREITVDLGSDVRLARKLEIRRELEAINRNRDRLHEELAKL
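In TEA buffer at pH 8.0 with 5 mM MgCl2, enzyme (1.25 nM) converted F6P (0.5 mM) and ATP (0.1 mM) for 45 min at room temperature. ADP product was read by luciferase luminescence.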
VP16 counter: VP16 counterscreen qHTS for inhibitors of ROR gamma transcriptional activity; AID 2546, 2010; Drosophila S2 Gal4-VP16 UAS-luciferase, luminescence, 20 h; Potency, µM (doses to about 53.6 µM), for inactives: at the top dose activity, negative = inhibition, most hits filed as inhibitors; 3.5% of 310,000 active;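 note: Gal4-VP16 expression switched on by copper sulfate through the metallothionein promoter; potency is the fitted concentration of half-maximal effect; % is set by controls: 0 for no effect and ±100 for the full control effect; nearly all actives have a fitted effect of over 50% in size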
p53 reactivator: qHTS assay for re-activators of p53 using a Luc reporter | H1299 p53-A138V BP100-luciferase reporter, luminescence, 24 h | Potency, µM (series often up to 92.2 µM), for inactives: top-dose activity change, positive = activation, most hits filed as activators | 0.063% of 320,000 active | AID 504706, 2011; note: potency is the fitted concentration of half-maximal effect; % of control where 0% means no effect; nearly all actives have a fitted effect of over 45% in size
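H1299 (p53-null), stable ts p53-A138V + BP100-Luc; 1000 cells/well, Opti-MEM/10% FBS; cpd 4 pt, 1:5; 24 h, 37 deg C, 5% CO2; detection reagent 10 min RT; luminescence.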
Rab9 promoter act: qHTS Assay for Rab9 Promoter Activators | Potency, µM (doses to about 9.22 µM), for inactives: top-dose activation, negative = inhibition, usual class: activators | AID 485297, 2010 | Huh7 Rab9 promoter-luciferase reporter, luminescence, 24 h | 2.8% of 320,000 active; note: potency is the fitted concentration of half-maximal effect; % of control where 0% means no effect; nearly all actives have a fitted effect of over 60% in size
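Rab9 promoter-driven luciferase in stably transfected Huh7 cells; 1500 cells/well rested 2 h, exposed to compound in DMSO for 24 h at 37 °C, 5% CO2. Luminescence read 10 min after adding luciferase reagent at ambient temperature.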
FLuc modulator: qHTS profiling assay for firefly luciferase inhibitor/activator using purifed enzyme and Km concentrations of substrates (counterscreen for miR-21 project). Luciferin 4-monooxygenase (Photinus pyralis), P08659. purified FLuc, Km substrates, luminescence inhibition. Potency, µM (highest dose often 57.5 µM), inactives show top-dose activity change, negative = inhibition, hits mostly inhibitors. 6.9% of 360,000 active. AID 588342, 2011;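 note: potency is the fitted concentration of half-maximal effect; plate controls were vehicle for no effect and reference inhibitor for full effect; nearly all actives have a fitted effect of over 55% in size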
Target sequence (P08659 whole entry, looked up): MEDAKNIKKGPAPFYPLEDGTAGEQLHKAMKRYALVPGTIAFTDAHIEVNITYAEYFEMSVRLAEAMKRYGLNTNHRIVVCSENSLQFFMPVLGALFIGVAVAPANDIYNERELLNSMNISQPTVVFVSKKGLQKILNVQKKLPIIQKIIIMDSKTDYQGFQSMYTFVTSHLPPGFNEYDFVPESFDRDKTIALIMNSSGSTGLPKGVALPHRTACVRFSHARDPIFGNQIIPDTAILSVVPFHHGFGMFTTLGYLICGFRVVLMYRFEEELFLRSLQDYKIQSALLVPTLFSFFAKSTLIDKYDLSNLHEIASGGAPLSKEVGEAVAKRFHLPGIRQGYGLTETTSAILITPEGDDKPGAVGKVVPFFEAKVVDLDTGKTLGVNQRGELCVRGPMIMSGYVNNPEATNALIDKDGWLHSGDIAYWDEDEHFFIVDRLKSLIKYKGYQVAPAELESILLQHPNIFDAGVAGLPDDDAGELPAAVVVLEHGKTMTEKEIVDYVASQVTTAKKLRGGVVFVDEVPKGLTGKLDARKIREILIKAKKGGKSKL
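Purified P. pyralis luciferase, 10 nM final, with Km-level 10 uM D-luciferin and 10 uM ATP in 50 mM Tris acetate pH 7.5, 10 mM Mg acetate, 0.01% Tween-20, 0.05% BSA; 6-point qHTS titration about 60 µM downward; luminescence read.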
BRCA1 expr up: qHTS Assay to Identify Small Molecule Activators of BRCA1 Expression. 1.1% of 380,000 active. MCF7-BRCA1-FFLuc reporter, luminescence, 48 h; response scale: scaled: vehicle 0%, 10 µM genistein 100%. Potency, µM (series often up to 46.1 µM), for the others: top-dose activation, actives largely listed as activators; note: potency is the fitted concentration of half-maximal effect; nearly all actives have a fitted effect of over 80% in size; some results filed as inactive show a strong effect at the top dose
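First, MCF7-BRCA1-FFLuc cells (2000/well) attach for 2 h; next, compounds are pin-added and incubated 48 h at 37 °C; finally, luciferase reagent is added and luminescence read after 15 min.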
NPC1 prom act: qHTS Assay for NPC1 Promoter Activators; AID 485313, 2010; 2.4% of 320,000 active; Potency, µM (highest dose often 9.22 µM), without a hit: top-dose activation, hits mostly activators; Huh7 NPC1 promoter luciferase reporter, 24 h;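 note: potency is the fitted concentration of half-maximal effect; % of control where 0% means no effect; nearly all actives have a fitted effect of over 60% in size; reporter is driven by a mutant NPC1 promoter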
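Cells: Huh7 expressing luciferase under the NPC1 promoter, 1500/well. Seeded 2 h, compound added, incubated 24 h at 37 °C. Luciferase reagent, 10 min ambient, then luminescence.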
The depositor's hits bear a star; ? = inconclusive; / = not tested or not shown; [ ] = another dose, or the depositor's remark. Unless noted, calls come from the whole dose curve; as a rule, active = well fitted curve in the direction sought with a large enough effect; inconclusive = small, poorly fitted or top-dose-only effect, or another doubt; inactive = no such curve, though single readings can be large; an effect the other way counts as inactive or inconclusive.

Below each compound: RORgamma inh | ELG1 DNA repair | TRPV1 agonist | ELG1 genotox | Tb PFK inh | VP16 counter | p53 reactivator | Rab9 promoter act | FLuc modulator | BRCA1 expr up | NPC1 prom act
1	CC(C)CCSc1nc2ccccc2[nH]1
 : -10% | ? | ? | ? | -7% | 11% | 2% | 3.5µM* | 11µM* | ? | 3.5µM*
2	COc1ccc(-n2cnnc2SCC(=O)Nc2cc(C)on2)cc1
 : 18% | 19% | 0 | 1% | -5% | 8% | -2% | 1% | -2% | -22% | -7%
3	CC1(C)[C@H]2CC[C@]1(C)[C@@H](OC(=O)C[N+]1(C)CCOCC1)C2
 : -1% | -2% | / | 0% | -2% | -6% | -5% | -2% | 0% | -9% | -6%
4	Cc1ccccc1C(=O)N1CCC(C(=O)Nc2ccccc2Cl)CC1
 : -6% | -7% | -1 | -6% | 2% | -1% | -9% | 6% | 1% | -17% | 3%
5	COc1cccc(/C=C/C(=O)OCC(=O)N(C)CC(=O)Nc2ccccc2Cl)c1OC
 : / | 17% | 1 | -1% | -5% | / | 3% | 1% | ? | -1% | 2%
6	O=C(Nc1cccs1)N1CCN(c2ncccn2)CC1
 : -3% | 27% | 0 | 2% | 2% | 4% | 6% | 0% | -10% | -17% | -2%
7	CCC(=O)c1ccc(OCC(=O)OCC(=O)Nc2ccc(C)c(S(=O)(=O)N3CCCCC3)c2)cc1
 : / | 4% | 1 | 3% | 0% | / | -4% | 1% | 1% | 6% | -4%
8	O=Nc1c(O)n(Cc2ccc(Cl)cc2)c2ccccc12
 : ? | -8% | -2 | -4% | 1% | 11µM* | -6% | 6% | -2% | -2% | 7%
9	Nc1nc(SCC(=O)Nc2ccccc2)[nH]c(=O)c1-c1ccccc1
 : 41% | -5% | -2 | -4% | -4% | 7% | 2% | 7% | -2% | -15% | -1%
10	OCCN1CCN(C(=S)c2ccc(-c3ccccc3)cc2)CC1
 : 8% | ? | 15 | -9% | ? | -2% | -10% | -20% | -14% | -60% | -28%
11	Cc1ccc(OCC(=O)N2CCN(C(=O)c3cccc(F)c3)CC2)cc1
 : 6% | 3% | -2 | -1% | 3% | 6% | -2% | -14% | -10% | -1% | -4%
12	COc1ccc(CN(CC2CCC(C(=O)O)CC2)C(=S)Nc2cccc(C)c2)cc1 (centres undefined)
 : -2% | -2% | -4 | 2% | -6% | -6% | -1% | -7% | 0% | -15% | 2%
13	Cc1ncc(CN2CCC(n3nccc3NC(=O)c3ccccc3)CC2)s1
 : 25% | -1% | -1 | 5% | -2% | -5% | -11% | 5% | 3% | -1% | -1%
14	CC(C)N1CCN(Cc2ccccc2-c2ccco2)CC1CCO (centres undefined)
 : 2% | 7% | -2 | -2% | 2% | -2% | -3% | -5% | 2% | -15% | -7%
15	CCOc1ccc(C(=O)NCCN2CCCCC2)c(OCC)c1
 : / | -4% | 0 | 0% | -2% | / | / | -3% | 2% | -13% | -6%
16	N#CCCn1cc(/C=N/O)c(-c2ccc(Cl)cc2)n1
 : 28% | -4% | -3 | -4% | -2% | ? | 0% | -5% | -5% | -9% | 0%
17	COc1cc(C(=O)NCCCN2CCCC2=O)cc(Br)c1OCc1ccccc1
 : / | ? | 16 | -5% | -4% | / | -4% | -1% | 1% | -5% | -3%
18	Cc1ccc(-c2ccccc2)n1-c1ccc(C(=O)O)cc1
 : -27% | 8% | 2 | -2% | 6% | ? | ? | -2% | 0% | -1% | -3%
19	CCc1nc2oc3ccccc3c(=O)c2c(=O)n1Cc1ccccc1
 : -10% | -17% | 1 | 2% | -6% | -5% | -3% | 16% | -1% | -3% | 20%
20	CCN(CC(=O)Nc1c(F)cccc1F)C(=O)CN1C(=O)NC2(CCCC2)C1=O
 : / | ? | -2 | -2% | -6% | / | -3% | -2% | 0% | -4% | -3%
21	CCOc1cc(/C=N/NC(=O)c2ccncc2)ccc1OC(=O)c1ccccc1
 : 9% | 7% | 14 | 2% | -3% | -2% | -11% | 12% | -4% | 13% | -1%
22	CC(=O)N1c2ccc(S(=O)(=O)NCCC(=O)Nc3ncccc3C)cc2CC1C (centres undefined)
 : -3% | 11% | 1 | -2%[9.26 µM] | -3% | -10% | 2% | -2% | 4% | 0% | 2%
23	CCOn1c(=O)c(=O)n(OC)c2ccccc21
 : 1% | 1% | -1 | -2% | 1% | -3% | 1% | 11% | -1% | 18% | 2%
24	CCC1CCCCN1Cc1nc2c(c(=O)n(C)c(=O)n2C)n1CCC(C)C (centres undefined)
 : ? | 4% | 1 | 18% | -19% | -1% | 5% | -8% | -1% | -5% | 1%
25	CCn1ccnc1CN(C)Cc1nc(Cc2cccc(C(F)(F)F)c2)no1
 : 18µM* | 3% | 15 | -4% | -11% | ? | -2% | 2% | 6% | -26% | -1%
26	CCOc1ccc(Cl)cc1/C=N/NC(=O)c1ccccc1
 : 28% | 1% | -8 | -1% | -1% | -15% | 8% | -1% | -11% | -12% | 2%
27	O=C(CNC(=O)c1ccccn1)N=Nc1c(O)[nH]c2ccccc12
 : 8% | ? | 1 | -1% | 0% | -3% | 12% | 11% | 15µM* | 8% | 0%
28	CCOC(=O)c1cc(CC)sc1NC(=O)COC(=O)C1CCC1
 : -4% | 8% | 14 | 3% | 6% | 9% | 15% | 10% | 2% | 9% | 2%
29	CC1C[N+](=C2C=C(N3CCOCC3)CC(C)(C)C2)CC(C)O1 (centres undefined)
 : 3% | 6% | -1 | 2% | 3% | -4% | 1% | 1% | 6% | -17% | -5%
30	COc1ccc(C(=O)CC(=O)C(=O)Nc2ccc(OC)c(Cl)c2)cc1
 : -7% | -2% | 3 | -1% | -14% | 9% | 20% | -4% | -4% | 1% | -3%
31	O=C(NCC(c1ccco1)N1CCc2ccccc2C1)C(=O)Nc1ccc(F)cc1F (centres undefined)
 : / | -18% | 29 | -5% | 4% | / | 5% | -6% | -2% | -29% | -2%
32	COc1ccccc1C(=O)NC(=O)COC(=O)c1cnc(C)cn1
 : / | -1% | 2 | -6% | 0% | / | 7% | 3% | -1% | 0% | -4%
33	O=C(COc1ncnc2cc(Cl)ccc12)c1ccccc1
 : 21% | ? | 5 | 4% | -1% | 8% | 1% | 14% | -13% | 17% | 4%
34	Nc1ncnc2c1ncn2[C@@H]1O[C@H](CNCc2cn(CC(=O)NC3CC3)c3ccccc23)[C@@H](O)[C@H]1O
 : / | 3% | / | 8% | -7% | / | -4% | / | / | -5% | /
35	COc1ccc(N2CCN(CC(O)COc3ccccc3[N+](=O)[O-])CC2)cc1 (centres undefined)
 : 20% | -2% | 3 | -1% | 10% | -5% | 13% | -1% | 3% | -19% | -4%
36	CCOC(=O)c1[nH]c2c(c1-c1ccccc1)C(=O)CC(c1ccc(OCC)cc1)C2 (centres undefined)
 : 22% | 8% | -5 | 9% | 0% | -23% | 2% | -10% | 3% | 7% | -6%
37	Cn1c(=O)n(C)c2cc(S(=O)(=O)NCCOCCO)ccc21
 : 18% | 17% | 0 | 3% | -3% | 6% | 3% | 10% | 0% | -6% | 0%
38	CCOC(=O)c1cnc(-n2nc(C)cc2C)nc1NC1CCCC1
 : 18% | ? | -8 | -9% | -17% | -3% | 3% | -13% | -1% | -3% | -7%
39	O=C(Nc1nc(-c2ccc3ccccc3c2)cs1)C1CCN(S(=O)(=O)c2cccs2)CC1
 : ? | -6% | -2 | -1% | -2% | -11% | 5% | -40%[inhibitor] | -1% | -43% | -19%
40	COc1ccc(-c2cccc(NC(=O)c3ccco3)c2)nn1
 : / | ? | 2 | -14% | -16% | / | 6% | 2% | -18% | 0% | 3%
41	CCCCNC(=O)c1cc2c(C)cc(C)cc2[nH]1
 : 34% | 0% | ? | -1% | -3% | 4% | -1% | 1% | -15% | -16% | -4%
42	O=C(Nc1ccncc1)c1cn(-c2ccccc2)nc1-c1cccs1
 : 20% | ? | -5 | -5% | 5% | 4% | 9% | 15% | ? | 28% | 3%

Assay outcomes deposited in PubChem by National Center for Advancing Translational Sciences (NCATS).
